Screening results: PubChem BioAssay, several laboratories
14-3-3 Bad inh: disrupts binding of bovine 14-3-3 zeta to phospho-Bad peptide | P63103 | TR-FRET 14-3-3zeta/Dy647-pBad peptide displacement, 1 h | inhibition, % at 21.7 µM | actives 0.71% (n = 220,000);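 active means inhibition above about 70%, limit read from the data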;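 further: 0% = full 14-3-3 plus peptide FRET controls and 100% = background without 14-3-3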
Target sequence (P63103 whole entry, looked up): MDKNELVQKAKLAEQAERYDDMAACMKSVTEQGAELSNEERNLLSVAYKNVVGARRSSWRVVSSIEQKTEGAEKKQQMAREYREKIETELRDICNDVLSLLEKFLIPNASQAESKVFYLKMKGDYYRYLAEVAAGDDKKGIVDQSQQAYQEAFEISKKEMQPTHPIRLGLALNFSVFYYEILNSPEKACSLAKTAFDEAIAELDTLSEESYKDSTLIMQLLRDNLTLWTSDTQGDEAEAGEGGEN
EBV gp42 block: inhibitors of Epstein-Barr virus glycoprotein 42; Q1HVG2; Fluorescence polarization binding assay, mP read-out; inhibition, % (tested at 21.74 µM); actives 0.42% (n = 220,000); in the data active means inhibition above about 50%
Target sequence (Q1HVG2 whole entry, looked up): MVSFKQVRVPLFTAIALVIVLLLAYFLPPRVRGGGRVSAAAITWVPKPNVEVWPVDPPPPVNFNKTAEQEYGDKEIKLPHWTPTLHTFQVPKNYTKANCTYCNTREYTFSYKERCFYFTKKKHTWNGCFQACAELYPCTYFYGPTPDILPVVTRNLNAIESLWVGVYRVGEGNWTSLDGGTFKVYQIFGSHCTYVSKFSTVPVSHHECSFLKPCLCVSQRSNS
KCC2 mod: KCC2 (human) Cl- transport modulation; Q9H2X9; KCC2 cells, thallium flux FluoZin-2 fluorescence; B-score of Tl+ flux slope (higher = more flux/activation; lower = inhibition) at 10 µM; actives 2.2% (n = 190,000);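 active means thallium flux slope and its plate-corrected score both differing from the plate sample mean at a set confidence after two filtering rounds, in either direction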;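 further: slope of fluorescence scaled to starting intensity during 10 to 20 s after thallium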
p47phox inh: inhibitors of human p47phox binding; p47phox/p22phox peptide binding, fluorescence polarization, 2 h; inhibition, % at 24.7 µM; P14598; actives 0.53% (n = 220,000);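 further: 0% = p47phox with labelled peptide and 100% = labelled peptide alone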
KLK5 inh: inhibitors of human kallikrein 5; inhibition, % at 5 µM; recombinant hK5, fluorogenic AMC substrate cleavage; actives 0.59% (n = 210,000); Q9Y337; AID 873;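 active means inhibition of 40% or more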;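 further: 0% = enzyme controls without compound and 100% = no-enzyme blanks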
Target sequence (Q9Y337 67-293 limits assumed): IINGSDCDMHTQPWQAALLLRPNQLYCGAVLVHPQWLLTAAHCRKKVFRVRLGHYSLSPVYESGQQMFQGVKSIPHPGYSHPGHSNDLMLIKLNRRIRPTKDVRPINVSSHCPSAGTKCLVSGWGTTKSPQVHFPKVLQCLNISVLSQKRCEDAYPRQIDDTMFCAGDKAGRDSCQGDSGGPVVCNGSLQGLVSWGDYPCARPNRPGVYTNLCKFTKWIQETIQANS
Thrombin inh: blocks human thrombin protease activity. AID 1046. alpha-thrombin, Boc-VPR-AMC fluorogenic substrate cleavage. P00734. actives 0.26% (n = 220,000). inhibition, % at 5 µM;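 active means inhibition at or above 40%; inactive means inhibition below 40%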;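 further: 0% = enzyme with no compound and 100% = wells without enzyme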
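Material: Human alpha-thrombin protein | Buffer or medium: pH 7.5 Tris-saline with Tween 20 | Reagent: Boc-VPR-AMC substrate, 15 µM final | Schedule: Reaction at ambient temperature | Detection: AMC fluorescence at 355 nm excitation and 460 nm emission | Evaluation: Percent inhibition scaled between no-compound controls and no-enzyme blanks | Controls: no-compound enzyme wells and no-enzyme blanks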
Furin inh: human furin inhibition | inhibition, % at 30 µM | AID 463115 | actives 0.061% (n = 220,000) | purified furin, fluorogenic substrate cleavage; in the data active means inhibition above about 25%; further: inactives centre near -15
eIF4E-4G inh: eIF4E/eIF4G interaction inhibition in translation initiation; P63073+Q04637; TR-FRET eIF4E-eIF4GI(517-606) binding, 2 h; inhibition, % at 21.7 µM; actives 0.37% (n = 220,000); AID 782;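 further: 0% = full FRET control wells and 100% = background wells lacking eIF4GI fragment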
Rad51 HR inh: blocks human Rad51 in homologous recombination; hRad51 DNA strand exchange, fluorescence dequenching; Q06609; AID 1385; inhibition, % at 10 µM; actives 0.085% (n = 200,000);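 active means inhibition above 40% at the single screening dose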;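 further: 0% = DMSO control wells and 100% = blanks with heterologous ssDNA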
Target sequence (Q06609 whole entry, looked up): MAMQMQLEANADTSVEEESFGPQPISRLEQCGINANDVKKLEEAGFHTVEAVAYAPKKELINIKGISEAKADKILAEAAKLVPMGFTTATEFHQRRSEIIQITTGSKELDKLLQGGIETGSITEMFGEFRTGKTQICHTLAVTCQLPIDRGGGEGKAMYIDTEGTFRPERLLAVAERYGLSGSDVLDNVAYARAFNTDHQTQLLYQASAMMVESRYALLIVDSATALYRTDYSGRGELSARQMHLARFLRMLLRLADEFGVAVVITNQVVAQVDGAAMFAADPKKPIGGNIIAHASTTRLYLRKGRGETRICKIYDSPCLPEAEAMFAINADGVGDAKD
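System: hRad51 filaments on single-stranded DNA; reagent: Fluorescein- and BHQ1-tagged 47-mer duplex; compound dosing: one concentration, 10 µM final; timing: filaments 15 min 37 °C, then compound 30 min; measured by: fluorescein emission 520 nm, excitation 485 nm; benchmarks: per-plate controls and blanks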
* hit, by the source's call; [ ] = another dose, or the depositor's remark.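 How the source made its calls, unless noted: active means inhibition above about 30% (limit read from the data); inactive means the rest.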 Rows were taken by chance; overall some 4.7% were active at least once.

`CN1Cc2cc(C(=O)c3cc(Cl)cc(CSc4ncccn4)c3O)cnc2NC1=O` gave 14-3-3 Bad inh -10, EBV gp42 block -20, KCC2 mod 0.15, p47phox inh -13, KLK5 inh 16, Thrombin inh 4, Furin inh -15, eIF4E-4G inh -9[fluorescence artefact?] and Rad51 HR inh -4.
For C1=C(c2ccccc2)CCN(c2ncnc3nc[nH]c23)C1 the results were 14-3-3 Bad inh -4, EBV gp42 block -7, KCC2 mod -1.5, p47phox inh -29, KLK5 inh -10, Thrombin inh 1, Furin inh -14, eIF4E-4G inh 6 and Rad51 HR inh -2.
`CCN(C(=O)COC(=O)c1ccc(OCc2c(C)noc2C)cc1)c1ccccc1` gave 14-3-3 Bad inh -10, EBV gp42 block -8, KCC2 mod -1.7, p47phox inh 0, KLK5 inh -3, Thrombin inh -7, Furin inh -28[20 µM], eIF4E-4G inh 1 and Rad51 HR inh 14.
Screening FC(F)Oc1ccc(NC(=S)NCc2ccco2)cc1Cl returned 14-3-3 Bad inh -4, EBV gp42 block -7, KCC2 mod -0.75, p47phox inh -17, KLK5 inh -1, Thrombin inh -2, Furin inh -20, eIF4E-4G inh 1 and Rad51 HR inh 0.
For COc1ccc2cc3c(N)nn(C(=O)c4cccc([N+](=O)[O-])c4)c3nc2c1 the results were 14-3-3 Bad inh 57[fluorescence artefact?], EBV gp42 block 24, KCC2 mod -0.57, p47phox inh 23, KLK5 inh -48, Thrombin inh -9, Furin inh -22 and eIF4E-4G inh 18.
Screening Cc1cc(-c2nnc(CCC(=O)NC(c3ccccc3)c3ccccc3)o2)no1 returned 14-3-3 Bad inh -2, EBV gp42 block -16, KCC2 mod -0.44, p47phox inh -9, Thrombin inh 5, Furin inh -14 and eIF4E-4G inh 6.
O=C1C2C3C=CC(CC3)C2C(=O)N1/N=C/c1c(O)ccc2ccccc12 (centres undefined) was read as 14-3-3 Bad inh -5, EBV gp42 block -17, KCC2 mod 3.3*, p47phox inh 4, KLK5 inh 1, Thrombin inh 2, Furin inh -22 and eIF4E-4G inh -6.
Screening CN(C(=O)C1CCCN(S(=O)(=O)c2cccc([N+](=O)[O-])c2)C1)C1CCS(=O)(=O)C1 (centres undefined) returned 14-3-3 Bad inh -16, EBV gp42 block -2, KCC2 mod 0.013, p47phox inh -6, KLK5 inh -3, Thrombin inh -16, Furin inh -11, eIF4E-4G inh 5 and Rad51 HR inh 14.
Screening COc1cc(NC(=O)Cn2ccsc2=N)c(C)cc1[N+](=O)[O-] returned 14-3-3 Bad inh -6, EBV gp42 block -4, KCC2 mod -1, KLK5 inh 20, Thrombin inh 1, Furin inh -28 and eIF4E-4G inh -1.
`CSc1ncc(CO)n1Cc1ccccc1` gave 14-3-3 Bad inh -10, EBV gp42 block -2, KCC2 mod 0.1, p47phox inh -5, KLK5 inh 5, Thrombin inh 2, Furin inh -15 and eIF4E-4G inh -1.
`CC1CC(c2ccccc2)n2nc(NC(=O)c3ccco3)nc2N1` (centres undefined) gave 14-3-3 Bad inh -10, EBV gp42 block 12, KCC2 mod 1.4, p47phox inh 1, KLK5 inh 3, Thrombin inh -6, Furin inh -23, eIF4E-4G inh -2[fluorescence artefact?] and Rad51 HR inh 3.
`O=C(COC(=O)C12CC3CC(CC(C3)C1)C2)N1CCN(S(=O)(=O)c2ccccc2)CC1` gave 14-3-3 Bad inh -6, EBV gp42 block -20, KCC2 mod 0.37, p47phox inh -6, KLK5 inh -7, Thrombin inh 2, Furin inh -11, eIF4E-4G inh -7 and Rad51 HR inh 3.
`O=C(O)c1ccccc1C(=O)Nc1ccc(S(=O)(=O)NC2CCCCC2)cc1` gave 14-3-3 Bad inh 1, EBV gp42 block -16, KCC2 mod 0.11, p47phox inh -1, KLK5 inh -15, Thrombin inh -4, Furin inh -30 and eIF4E-4G inh 7.
For COc1ccccc1NC(=O)N1CCCC1C(=O)NC1CCCCC1 (centres undefined) the results were 14-3-3 Bad inh 8[fluorescence artefact?], EBV gp42 block 0, KCC2 mod -2, p47phox inh -4, KLK5 inh 22, Thrombin inh 54*, Furin inh -14[20 µM], eIF4E-4G inh -1 and Rad51 HR inh -2.
CCn1c(C)cc(/C=C2\NC(=O)N(Cc3ccc(Cl)cc3)C2=O)c1C was read as 14-3-3 Bad inh 23, EBV gp42 block -10, KCC2 mod 0.53, p47phox inh -5, KLK5 inh 7, Thrombin inh 3, Furin inh -6[20 µM], eIF4E-4G inh 3 and Rad51 HR inh -3.
`COc1ccc(C(=O)NCCc2cc3ccc(C)c(C)c3[nH]c2=O)cc1OC` gave 14-3-3 Bad inh 11, EBV gp42 block -22, KCC2 mod -1.4, p47phox inh -6, KLK5 inh -10, Thrombin inh -4, Furin inh -18, eIF4E-4G inh -1 and Rad51 HR inh -6.
CN(C(=O)COC(=O)CNS(=O)(=O)/C=C/c1ccccc1)C1CCS(=O)(=O)C1 (centres undefined) was read as 14-3-3 Bad inh -7, EBV gp42 block -9, KCC2 mod -0.091, p47phox inh -11, KLK5 inh -21, Thrombin inh -8, Furin inh -22, eIF4E-4G inh 0[fluorescence artefact?] and Rad51 HR inh 3.
Screening CCC(=O)Nc1ccccc1C(=O)OCC(=O)Nc1ccc(S(N)(=O)=O)cc1 returned 14-3-3 Bad inh -4, EBV gp42 block -8, KCC2 mod 0.18, p47phox inh -5, KLK5 inh -2, Thrombin inh -11, Furin inh 4[20 µM], eIF4E-4G inh -1 and Rad51 HR inh -2.
Screening Cc1sc(NC(=O)c2cccnc2)nc1-c1ccccc1 returned 14-3-3 Bad inh -3, EBV gp42 block 2, KCC2 mod 0.56, p47phox inh -12, KLK5 inh 0, Thrombin inh 1, Furin inh -12, eIF4E-4G inh -3 and Rad51 HR inh 12.
Screening CCOC(=O)CSc1nnc(CNC(=O)c2cccc(C)c2)n1C returned 14-3-3 Bad inh -5, EBV gp42 block -16, KCC2 mod -0.031, p47phox inh 1, KLK5 inh 2, Thrombin inh 8, Furin inh -20, eIF4E-4G inh 3 and Rad51 HR inh -7.
For COc1ccc(-c2csc3[nH]c(=S)n(-c4ccccc4)c(=O)c23)cc1OC the results were 14-3-3 Bad inh 12[fluorescence artefact?], EBV gp42 block 13, KCC2 mod 0.43, p47phox inh -10, KLK5 inh -15, Thrombin inh -6, Furin inh -3, eIF4E-4G inh -7 and Rad51 HR inh -5.
Cn1c(=O)c2c(nc(Br)n2CCSc2nc3ccccc3o2)n(C)c1=O was read as 14-3-3 Bad inh -3, EBV gp42 block -6, KCC2 mod 0.28, p47phox inh 3, KLK5 inh 1, Thrombin inh -1, Furin inh -26 and eIF4E-4G inh -3.
For CCCCCC(=O)Nc1cc(N(C)C)nc2ccccc12 the results were KCC2 mod -0.35, KLK5 inh -20, Thrombin inh 0, Furin inh -12 and Rad51 HR inh 7.
CC(C)OCCCNC(=O)CN1C(=O)CC(C)(C)S(=O)(=O)c2ccccc21 was read as 14-3-3 Bad inh 7, EBV gp42 block -4, p47phox inh -7, KLK5 inh 1, Thrombin inh 5, Furin inh -35, eIF4E-4G inh 9 and Rad51 HR inh -4.
N#C/C(=C\c1ccccc1)C(=O)NCCN1CCOCC1 was read as 14-3-3 Bad inh 3, EBV gp42 block -17, KCC2 mod -0.15, p47phox inh -9, KLK5 inh 4, Thrombin inh 4, Furin inh -27, eIF4E-4G inh -2 and Rad51 HR inh -1.
For Cc1cc(-c2nnnn2-c2ccc(C(F)(F)F)cc2)no1 the results were 14-3-3 Bad inh -7, EBV gp42 block -9, KCC2 mod -0.61, p47phox inh -10, KLK5 inh -8, Thrombin inh 2, Furin inh -7, eIF4E-4G inh -1 and Rad51 HR inh -5.
Screening CCOC(=O)C1CCN(C(=O)CCS(=O)(=O)c2ccc3c(c2)CC(C)N3C(=O)CC)CC1 (centres undefined) returned 14-3-3 Bad inh -7, EBV gp42 block -13, KCC2 mod -0.98, p47phox inh -8, KLK5 inh 1, Thrombin inh -2, Furin inh -30, eIF4E-4G inh -3 and Rad51 HR inh 14.
CCn1c(C(C)NC(=O)c2ccc(C)cc2)n[nH]c1=S (centres undefined) was read as 14-3-3 Bad inh -12, EBV gp42 block -6, KCC2 mod 1.2, p47phox inh -7, KLK5 inh -13, Thrombin inh -1, Furin inh -24, eIF4E-4G inh 0 and Rad51 HR inh 26.
Screening Cc1nc2ccccc2n1S(=O)(=O)N(C)C returned 14-3-3 Bad inh -5, EBV gp42 block 2, KCC2 mod -0.26, p47phox inh -1, KLK5 inh -13, Thrombin inh 2, Furin inh -13, eIF4E-4G inh -19 and Rad51 HR inh 7.
`CCOC(=O)c1c(NC(=O)CS(=O)(=O)c2cn(CC)c3ccccc23)sc2c1CCCCC2` gave 14-3-3 Bad inh 5, EBV gp42 block -1, KCC2 mod 0.3, p47phox inh -22, KLK5 inh -5, Thrombin inh 5, Furin inh -6, eIF4E-4G inh -1 and Rad51 HR inh 2.
COC(=O)CNC(c1ccccc1)c1cc(Br)ccc1NS(=O)(=O)c1ccccc1 (centres undefined) was read as 14-3-3 Bad inh -14, EBV gp42 block 6, KCC2 mod -1.2, p47phox inh -11, KLK5 inh -31, Thrombin inh -3, Furin inh -21, eIF4E-4G inh 1 and Rad51 HR inh 4.
`COc1c(C)cc(C(=O)C2CCCN(C(=O)Cn3ccc(C)n3)C2)cc1C` (centres undefined) gave 14-3-3 Bad inh -4, EBV gp42 block -6, KCC2 mod 0.012, p47phox inh -12, KLK5 inh -3, Thrombin inh -11, Furin inh -24, eIF4E-4G inh -2 and Rad51 HR inh -5.
`C/C(CC(=O)NCc1ccco1)=N\NC(=O)C(c1ccccc1)c1ccccc1` gave 14-3-3 Bad inh 4, EBV gp42 block -1, KCC2 mod -0.032, p47phox inh -17, KLK5 inh -25, Thrombin inh -2, Furin inh -5[20 µM], eIF4E-4G inh -1 and Rad51 HR inh -8.
`COc1cc(NS(=O)(=O)c2ccc(NC(=O)CSC3=NCCS3)cc2)nc(OC)n1` gave 14-3-3 Bad inh 7[fluorescence artefact?], EBV gp42 block -16, KCC2 mod 0.33, p47phox inh -15, KLK5 inh -14, Thrombin inh 0, Furin inh -27 and eIF4E-4G inh 7.
`CCOc1cc2nc(-c3ccc(OC)c(OC)c3)nc(N3CC(C)OC(C)C3)c2cc1OC` (centres undefined) gave 14-3-3 Bad inh -11, EBV gp42 block 0, KCC2 mod -0.42, p47phox inh -12, KLK5 inh -13, Thrombin inh -2, Furin inh -2[20 µM] and eIF4E-4G inh 1.

Three structures out of the list, sorted by formula weight, rising:
`C/C(CC(=O)NCc1ccco1)=N\NC(=O)C(c1ccccc1)c1ccccc1` gave 14-3-3 Bad inh 4, EBV gp42 block -1, KCC2 mod -0.032, p47phox inh -17, KLK5 inh -25, Thrombin inh -2, Furin inh -5[20 µM], eIF4E-4G inh -1 and Rad51 HR inh -8.
`COc1cc(NS(=O)(=O)c2ccc(NC(=O)CSC3=NCCS3)cc2)nc(OC)n1` gave 14-3-3 Bad inh 7[fluorescence artefact?], EBV gp42 block -16, KCC2 mod 0.33, p47phox inh -15, KLK5 inh -14, Thrombin inh 0, Furin inh -27 and eIF4E-4G inh 7.
COC(=O)CNC(c1ccccc1)c1cc(Br)ccc1NS(=O)(=O)c1ccccc1 (centres undefined) was read as 14-3-3 Bad inh -14, EBV gp42 block 6, KCC2 mod -1.2, p47phox inh -11, KLK5 inh -31, Thrombin inh -3, Furin inh -21, eIF4E-4G inh 1 and Rad51 HR inh 4.
